TrxR1 substrate: qHTS Assay for Substrates of Mammalian Selenoprotein Thioredoxin Reductase 1 (TrxR1): qHTS; Thioredoxin reductase 1, cytoplasmic (Rattus norvegicus), O89049; purified TrxR1 substrate turnover, NADPH consumption readout; Potency, µM (series often up to 114 µM), inactives show at the highest dose activity change, negative = substrate turnover; actives 0.01% (n = 390,000); also: potency is read from the fitted curve at half-maximal effect; % is scaled to controls: 0 for no effect and ±100 for the full control effect; nearly all actives have a fitted effect of over 50% in size
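Rat TrxR1, dispensed at 90 nM, was prereduced with 400 uM NADPH (final) for 5 min at ~22 deg C, then incubated with compound 15 min before 400 uM selenite. A first-read NADPH fluorescence drop versus no-compound background flagged substrates.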
RGS4 inh: Inhibitors of Regulator of G Protein Signaling (RGS) 4: qHTS; Transcreener GDP fluorescence polarization, RGS4-accelerated GTP hydrolysis; actives 0.039% (n = 390,000); Potency, µM (titrated, usually from 114 µM), inactives show at the top dose activity change, negative = inhibition, hits mostly inhibitors; also: potency is read from the fitted curve at half-maximal effect; % is scaled to controls: 0 for no effect and ±100 for the full control effect; nearly all actives have a fitted effect of over 75% in size; some results filed as inactive show a strong effect at the top dose
Target sequence (P49798 whole entry, looked up): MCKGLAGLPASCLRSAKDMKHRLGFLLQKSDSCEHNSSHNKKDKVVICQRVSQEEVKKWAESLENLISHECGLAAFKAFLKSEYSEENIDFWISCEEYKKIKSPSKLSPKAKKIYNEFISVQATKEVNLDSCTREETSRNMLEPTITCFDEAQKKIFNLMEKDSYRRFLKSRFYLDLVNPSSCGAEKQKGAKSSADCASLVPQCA
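MLSMR compounds (23 nl, pin-transferred) preincubated 10 min at room temperature with a 500nM (2x) first reagent, then RGS4 at 900nM (2x) plus Transcreener GDP mix added; fluorescence polarization (620/688 nm) read before and after 90 min at 30 °C.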
mIDH1 inhibitor: qHTS for Inhibitors of mutant isocitrate dehydrogenase 1 (IDH1): qHTS. IDH1-R132H enzyme, NADPH consumption, diaphorase/resazurin fluorescence. Potency, µM (top dose mostly 76.6 µM), without a hit: top-dose activity change, negative = inhibition, usual class: inhibitors. actives 0.093% (n = 390,000); also: potency is read from the fitted curve at half-maximal effect; % is scaled to controls: 0 for no effect and ±100 for the full control effect; nearly all actives have a fitted effect of over 65% in size
Target sequence (O75874 whole entry R132H, stated change not applied): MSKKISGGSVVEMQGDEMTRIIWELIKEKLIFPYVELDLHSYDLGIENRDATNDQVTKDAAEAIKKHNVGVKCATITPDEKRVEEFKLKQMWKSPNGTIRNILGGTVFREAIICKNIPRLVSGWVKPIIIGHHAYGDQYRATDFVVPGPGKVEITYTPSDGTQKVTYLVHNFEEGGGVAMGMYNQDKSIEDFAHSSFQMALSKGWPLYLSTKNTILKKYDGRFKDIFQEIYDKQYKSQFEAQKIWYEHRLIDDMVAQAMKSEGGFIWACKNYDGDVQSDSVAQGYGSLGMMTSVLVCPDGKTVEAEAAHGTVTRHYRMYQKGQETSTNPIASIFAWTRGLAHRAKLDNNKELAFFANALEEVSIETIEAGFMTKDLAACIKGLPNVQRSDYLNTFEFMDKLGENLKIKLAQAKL
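IDH1-R132H (0.5 ug/mL) preincubated 30 min with compound, then NADPH (0.016 mM) and alpha-KG (2 mM) added; 80 min at RT, pH 7.5. Remaining NADPH coupled via diaphorase/resazurin to fluorescence (540/590 nm); concentration-response curves normalized to no-enzyme control.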
Glioma ERSR ind: qHTS for Inducers of the Endoplasmic Reticulum Stress Response (ERSR) in Human Glioma: qHTS; U87-MG GRP78 promoter luciferase reporter, 16 h; Potency, µM, without a hit: at the top dose activation, actives largely listed as activators; actives 0.02% (n = 420,000); AID 602332, 2012; also: potency is read from the fitted curve at half-maximal effect; series mostly up to about 76 µM; % of control where 0% means no effect; nearly all actives have a fitted effect of over 35% in size
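Stably transfected U87-MG glioma cells carrying a GRP78-based luciferase sensor; 16 h compound incubation. Luminescence end-point read 10 min after Bright-Glo addition at room temperature.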
USP1-UAF1 inh: Inhibitors of USP1/UAF1: Primary Screen | Ubiquitin carboxyl-terminal hydrolase 1 (Homo sapiens), O94782 | actives 0.23% (n = 390,000) | recombinant USP1/UAF1, Ub-Rhodamine cleavage fluorescence | AID 743255, 2014 | Potency, µM (top dose mostly 57.1 µM), for the others: top-dose activity change, negative = inhibition, most hits filed as inhibitors; also: potency is read from the fitted curve at half-maximal effect; % is scaled to controls: 0 for no effect and ±100 for the full control effect; nearly all actives have a fitted effect of over 60% in size; inactives centre near -12
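USP1/UAF1 complex (1 nM) preincubated 15 min at room temperature with compound, then Ub-Rho substrate (150 nM final) added. Kinetic fluorescence at 480/540 nm over 6 reads at 60 s intervals; 50 mM HEPES pH 7.8, 0.5 mM EDTA, 0.1 mg/ml BSA, 1 mM TCEP, 0.01% Tween-20.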
rTrxR1 inhibitor: qHTS Assay for Inhibitors of Mammalian Selenoprotein Thioredoxin Reductase 1 (TrxR1): qHTS | Thioredoxin reductase 1, cytoplasmic (Rattus norvegicus), O89049 | recombinant rTrxR1, NADPH fluorescence consumption, selenite substrate | Potency, µM (doses to about 114 µM), without a hit: top-dose activity change, negative = inhibition, most hits filed as inhibitors | actives 1% (n = 390,000) | AID 588453, 2011; also: potency is read from the fitted curve at half-maximal effect; % is scaled to controls: 0 for no effect and ±100 for the full control effect; nearly all actives have a fitted effect of over 65% in size
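Rat TrxR1 (90 nM in the dispensed reagent) was pre-reduced with 400 uM NADPH for 5 min at room temperature, then incubated with compound for 15 min. After 400 uM selenite was added, NADPH fluorescence (Ex 340/Em 450 nm) was followed for 8 min.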
LDHA inh: qHTS assay for inhibitors of human lactate dehydrogenase | activity change, % (values are at about 110 or 230 µM) | actives 0.15% (n = 480,000) | purified LDHA, NADH/diaphorase-resazurin fluorescence; active compounds read low | L-lactate dehydrogenase A chain (Homo sapiens), P00338 | AID 1347041, 2019; in the data active = activity change below about -30%; inconclusive = mostly about -25% to -30%;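 also: plate controls were DMSO wells for no effect and wells without enzyme for full effect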
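Enzyme activity of human lactate dehydrogenase 5 (2 nM; 0.06 mM NADH, 0.2 mM pyruvate, 5 min, RT) is measured via a resazurin/diaphorase fluorescence readout of residual NADH.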
Vif-A3F inh: qHTS for Inhibitors of Vif-A3F Interactions: qHTS | HeLa A3F-eYFP + Vif (tagged APOBEC3F with the HIV-1 protein that degrades it), YFP fluorescence increase | Potency, µM (titrated, usually from 46.1 µM), inactives show at the top dose activity, negative = active | actives 0.2% (n = 390,000) | AID 602313, 2012; also: potency is read from the fitted curve at half-maximal effect; % of control where 0% means no effect; nearly all actives have a fitted effect of over 65% in size
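Fluorescence increase (Ex 488/Em 500-530) after overnight compound treatment at 37 deg C flags inhibition of Vif-driven A3F-eYFP loss in stable HeLa A3F-eYFP/Vif cells seeded overnight beforehand.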
Vif-APOBEC3G blk: qHTS for Inhibitors of Vif-A3G Interactions: qHTS; DNA dC->dU-editing enzyme APOBEC-3G (Homo sapiens), Q9HC16; HeLa A3G-eYFP + Vif (tagged APOBEC3G with the HIV-1 protein that degrades it), YFP fluorescence, overnight; Potency, µM (top dose mostly 46.1 µM), without a hit: top-dose activity, negative = active, hits mostly inhibitors; actives 0.076% (n = 410,000); AID 602310, 2012;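 also: potency is read from the fitted curve at half-maximal effect; % is scaled to controls: 0 for no effect and ±100 for the full control effect; nearly all actives have a fitted effect of over 60% in size; hits raise eYFP signal because A3G escapes Vif-driven loss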
Target sequence (Q9HC16 whole entry, looked up): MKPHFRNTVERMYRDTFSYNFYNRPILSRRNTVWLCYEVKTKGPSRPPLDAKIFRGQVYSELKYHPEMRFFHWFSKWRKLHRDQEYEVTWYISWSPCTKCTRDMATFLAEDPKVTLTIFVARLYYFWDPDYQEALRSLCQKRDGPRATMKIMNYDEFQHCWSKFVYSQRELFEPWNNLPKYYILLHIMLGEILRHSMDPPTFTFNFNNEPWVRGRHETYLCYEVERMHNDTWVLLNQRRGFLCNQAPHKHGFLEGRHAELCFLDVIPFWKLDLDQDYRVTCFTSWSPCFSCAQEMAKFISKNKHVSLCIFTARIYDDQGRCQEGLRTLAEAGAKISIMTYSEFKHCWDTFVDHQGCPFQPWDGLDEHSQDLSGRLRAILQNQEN
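HeLa cells stably expressing Vif and C-terminally eYFP-tagged A3G, seeded overnight at 37 deg C, then exposed to compound by pintool overnight at 37 deg C. Rise in yellow fluorescence (Ex 488/Em 500-530, Acumen) marks blocked Vif-driven A3G degradation.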
* = called active by the depositor; ? = inconclusive; & = joins results of further samples; [ ] = remark or other dose. Unless noted, calls follow the shape of the dose curve; as a rule, active = well fitted curve in the direction sought with a large enough effect; inconclusive = small, poorly fitted or top-dose-only effect, or another doubt; inactive = no such curve, though single readings can be large; an effect the other way counts as inactive or inconclusive.

Under each structure – TrxR1 substrate	RGS4 inh	mIDH1 inhibitor	Glioma ERSR ind	USP1-UAF1 inh	rTrxR1 inhibitor	LDHA inh	Vif-A3F inh	Vif-APOBEC3G blk
> CCC(C(=O)NCc1ccc(C)cc1)c1ccccc1 (stereo unspecified)
  3%	6%	13%	-3%	-18%	17%	-2	-2%	1%
> C=CCNCCOc1ccc(C)cc1[N+](=O)[O-]
  1%	5%	-7%	-4%	-4%	-5%	-13	-18%	0%
> CC(C)CCN1C(=O)c2ccc(-c3nc4ccccc4c(=O)o3)cc2C1=O
  15%	5%	4%	-5%	-9%	35%	-15	-1%	2%
> CC(Sc1ncccn1)C(=O)Nc1ccc2c(c1)OCO2 (stereo unspecified)
  -9%	-11%	4%	2%	-12%	-13%	10	-2%	-4%
> Cc1cccc(CC2S/C(=N/N=C/c3ccco3)N(c3ccccc3)C2=O)c1 (stereo unspecified)
  1%	-27%	-1%	-4%	-2%	-17%	-8	?	0%
> Cc1cccc(C(=O)Nc2nnc(SCc3cc(=O)n4cccc(C)c4n3)s2)c1
  0%[57.1 µM]	14%	40%[activator]	-2%	-12%	16%[57.1 µM]	-6	-15%	4%
> COc1ccc(OC)c(CCNC(=O)CS(=O)(=O)Cc2nc(-c3ccc(C)cc3)oc2C)c1
  1%	9%	-1%	2%	-15%	7%	-1&-14	-2%	2%
> C=CCN(c1ccccc1)S(=O)(=O)c1ccc2c(c1)N(C(C)=O)CCO2
  -5%	-33%[56.9 µM]	0%	-4%	?	-4%	-15	0%	1%
> Cn1nccc1C(=O)Nc1cc(Cl)ccc1Cl
  0%	14%	8%	3%	1%	24%	-9	-13%	0%
> COc1ccc(C2(c3ccc(OC)cc3)NC(=O)N(CC(=O)NC3CCCC3)C2=O)cc1
  -2%	-13%	2%	-4%	-19%	1%	1	-3%	-2%
> Cc1ccccc1C(OCCN(C)C)c1ccccc1 (stereo unspecified)
  5%[57.1 µM]	?	-6%&-1%	-1%&-1%&-3%&-3%&-2%	5%&-15%	?	-8&-3&-7	3%&0%	0%&3%&0%
> Cc1sc2nc(-c3ccc(Br)cc3)oc(=O)c2c1C
  -7%[57.1 µM]	1%	-8%	-1%	-5%	0%[57.1 µM]	-8	9%	1%
> COc1ccc(C2(C)NC(=O)N(Cc3cc(Cl)cc4c3OCOC4)C2=O)cc1OC (stereo unspecified)
  1%	4%	-1%	-6%	-18%	12%	-2	1%	1%
> O=C(O)CN=C(NS(=O)(=O)c1ccc(Cl)cc1)c1ccc(F)cc1
  -2%[57.1 µM]	18%	16%	-3%	-29%	-2%[57.1 µM]	-10	-16%	-3%
> COc1ccc(CC(=O)Oc2ccc(F)cc2)cc1
  4%	-7%	-5%	0%	-19%	29%	-4	6%	-1%
> Cc1cnc(C(=O)OCc2ccc(Br)cc2)cn1
  -1%	6%	-4%	-3%	0%	7%	-5	3%	0%
> CC(C)CCNC(=O)c1cc(S(=O)(=O)N2CCc3ccccc32)cn1C
  4%[57.1 µM]	4%	7%	-2%	-10%	1%[57.1 µM]	-2	2%	3%
> CCOc1cc(/C=N/O)cc(Br)c1OCC(=O)NCc1ccccc1
  0%[57.1 µM]	-7%	2%	-3%	0%	-8%[57.1 µM]	-4	3%	1%
> Cc1ccc(-c2cc(C(=O)N/N=C/c3c(C)nn(-c4ccccc4)c3C)n[nH]2)s1
  -2%	2%	2%	-2%	-6%	32%	-10	0%	?
> CC(C)=NNc1nc2c(c(=O)[nH]c(=O)n2C)n1CCc1ccccc1
  15%	5%	-6%	-4%	-16%	-8%	9	-5%	-4%
> COc1ccccc1CNC(=O)C1CCC(=O)N1C(C)C (stereo unspecified)
  4%	-13%[56.9 µM]	5%	2%	-11%	16%	-4	-2%	3%
> CC1c2ccccc2-c2ccccc2N1C (stereo unspecified)
  16%[57.1 µM]	-2%	7%	-4%	-17%	2%[57.1 µM]	-2	2%	1%
> O=C(O)c1sccc1Oc1ccc(NS(=O)(=O)c2ccc(Cl)cc2)cc1
  4%	-33%	-6%	-1%	-12%	14%	-2	-1%	1%
> O=C(NCc1ccco1)Nc1ccc(Br)cc1Cl
  3%	5%	-3%	5%	-13%	11%	-7	-12%	-9%
> CC(=O)Nc1ccc(N2S(=O)(=O)c3ccccc3S2(=O)=O)cc1
  -7%	-10%	2%	-3%	-14%	-4%[57.1 µM]	-1	-3%	-12%
> COc1ccc(/C=N/NC(=O)c2csc(-n3nc(C)cc3C(F)(F)F)n2)cc1
  10%	-4%	3%	-1%	-20%	3%	-3	-4%	?
> CC(C)[C@H](NC(=O)N1CC(=O)Nc2ccccc21)C(=O)N[C@@H](Cc1c[nH]c2ccccc12)C(=O)O
  -2%	-19%	-12%	1%	22%	-2%	-3	5%	-2%
> CCn1c(=O)c2cc(C(=O)N(C)CC(OC)OC)sc2c2ccccc21
  37%[activator]	-4%	-3%	-4%	-3%	-14%	-2	-11%	0%
> CCOc1ccc(-c2nc(C#N)c(NCC(C)C)o2)cc1
  45%[activator]	-22%	3%	-3%	-10%	29%	0&0	-5%	-2%
> CCSc1nnc(NC(=O)C(C(F)(F)F)C(F)(F)F)s1
  10%	-30%	9%	-2%	-14%	?	2	-9%	0%
> COc1cccc(NC(=O)CCS(=O)(=O)c2cc3c(cc2Cl)NC(=O)CO3)c1
  4%	-10%	1%	-5%	-26%	22%	-1	2%	0%
> O=C(NCc1cccc(C(F)(F)F)c1)c1cccc(S(=O)(=O)NCc2ccccc2)c1
  -11%	-2%	2%	-3%	-16%	-1%	7	2%	2%
> CCCN1CNC(=S)N(c2ccc(C(=O)OCC)cc2)C1
  -7%	11%	14%	4%	3%	-12%	-4	0%	2%
> CC(=O)c1ccc(NC(=O)Nc2cccnc2)cc1
  1%	8%	2%	0%	-7%	7%	-4	1%	0%
> COc1ccc(-c2nc3ccc(C)cn3c2NCc2ccccc2)cc1SC1CCCCC1
  330%[activator]	-46%	-1%[38.3 µM]	-8%	?	282%[activator]	0	6%	-14%
> Clc1ccccc1CSc1cc2c(nn1)-c1ccccc1CC2
  3%[57.1 µM]	-7%[11.4 µM]	-5%	2%	-20%	13%[57.1 µM]	-7	6%	0%
> CCOc1nnnc2c1sc1nc(N3CCOCC3)c3c(c12)CCCC3
  4%	12%	8%	-4%	-15%	10%	-1	-4%	1%
> COc1nc(NC2CCCCC2)nc(N2CCCCCC2)n1
  -6%	-12%	4%	2%	-24%	3%	1	-12%	2%
> NC(=O)NC(=O)COC(=O)c1cccc(S(=O)(=O)N2CCCCCC2)c1
  8%	11%	1%	-2%	-25%	36%	-9	0%	-4%
> COc1ccc(/C=N/N2C(=O)CSC2=S)cc1Br
  -8%	-38%	-8%	1%	19%	3%[57.1 µM]	-3	?	-1%
> COc1cccc(NC(=O)CN(C)C(=O)CSc2nc3ccccc3s2)c1
  -10%	-48%	11%	-4%	-23%	-3%	0	5%	-2%
> COCCCn1c(=O)c2sccc2n(Cc2cc(C(=O)OC)ccc2OC)c1=O
  1%	17%	6%	-2%	-17%	7%	-2	-5%	3%
> COc1ccc(-n2c(CCc3ccccc3)nnc2SCC(=O)c2ccccc2)cc1
  -15%	-38%	-1%	-2%	-3%	-19%	1	-1%	-4%
> Cc1cccc(Cn2c(SCc3ccc(C(=O)N4CCC(C)CC4)cc3)nc3ccncc32)c1
  -10%	-9%	3%	2%	-7%	-18%	-3	-1%	-2%
> CC(C)(C)c1ccc(C(=O)n2cnc3ccccc32)cc1
  6%	-9%	9%	-3%	-9%	36%[2.29 µM]	-11	0%	1%
> COC(=O)Cc1ccc(NC(=O)c2ccccc2Br)cc1
  6%	?	24%	-3%	-8%	21%[57.1 µM]	-9	-1%	-6%
> CN1C(C(=O)Nc2ccc(OC(F)(F)F)cc2)=CC(c2cccs2)=NS1(=O)=O
  0%&-5%	-3%&-14%	8%&16%	-2%&-4%	-15%&-10%	16%&2%	-2&9	10%&-1%	4%&1%
> CCOC(=O)c1csc(NC(=O)c2cc(-c3ccccn3)nc3ccccc23)n1
  1%	-2%	10%	-6%	-3%	5%	-2	-2%	?
> O=C(CSc1ccsc1[N+](=O)[O-])NCc1ccco1
  -2%	-20%	8%	0%	3%	-33%	-1	-2%	0%

Not all compounds are listed (hit frequency here may not be typical).
